Screens deposited in PubChem BioAssay by Broad Institute.
esBAF inh: blocks esBAF chromatin remodeling in mouse ES cells; Bmi1-luciferase knock-in reporter, 24 h; 100% = twice the neutral-well signal; reporter increase, % at 12.5 µM; 2% of 350,000 active; AID 602393; in the data active means activation above about 40%;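 further: 0% = median of the plate's neutral control wells and 100% = double that signal; a rise in the Bmi1 reporter signal indicates esBAF inhibition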
E-selectin induc: E-selectin induction on HUVECs; P16581; 0.37% of 260,000 active; activation, % at 7.58 µM; HUVEC E-selectin immunofluorescence imaging; normalized: neutral wells 0, TNF-alpha wells 100; AID 686992;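 active means mean E-selectin-positive cell signal at least 10% of the positive control, reached in at least 60% of replicates, without over 20% cell loss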;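 further: in these data hits start at about 27%; measured in HUVEC primary endothelial cells; signal is the percent of cells scored E-selectin positive by PE staining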
Target sequence (P16581 whole entry, looked up): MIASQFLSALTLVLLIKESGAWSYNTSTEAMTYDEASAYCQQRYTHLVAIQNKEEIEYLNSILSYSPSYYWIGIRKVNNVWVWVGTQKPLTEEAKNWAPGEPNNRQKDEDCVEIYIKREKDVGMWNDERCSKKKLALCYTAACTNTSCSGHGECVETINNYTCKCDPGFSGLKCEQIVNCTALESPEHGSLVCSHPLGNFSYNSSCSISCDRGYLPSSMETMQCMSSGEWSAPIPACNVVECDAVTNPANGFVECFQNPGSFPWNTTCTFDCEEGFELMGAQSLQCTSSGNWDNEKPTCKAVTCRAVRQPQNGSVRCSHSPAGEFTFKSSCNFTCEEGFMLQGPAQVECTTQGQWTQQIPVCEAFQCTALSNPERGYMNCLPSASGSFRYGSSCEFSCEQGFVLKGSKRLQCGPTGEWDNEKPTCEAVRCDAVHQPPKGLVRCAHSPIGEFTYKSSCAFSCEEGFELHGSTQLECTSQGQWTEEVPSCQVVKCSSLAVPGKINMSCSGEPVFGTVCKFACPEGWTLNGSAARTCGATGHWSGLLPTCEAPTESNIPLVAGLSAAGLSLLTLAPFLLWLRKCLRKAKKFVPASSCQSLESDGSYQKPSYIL
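Test system – human umbilical vein endothelial cells (HUVEC), E-selectin induction · Input – 3,000 HUVEC seeded per well · Buffer or medium – EGM-2, gelatin · Compound dosing – single-point compound dose · Detection – immunofluorescence imaging · Measure – percent E-selectin-positive cells · Controls – TNF-alpha high, DMSO low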
RAD54 branch: blocks human RAD54 Holliday junction branch migration. inhibition, % at 10.4 µM. 0.14% of 360,000 active. FAM/BHQ fluorescence;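 active means mean normalized replicate activity at least 40 and at least half of replicates scoring 40 or more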;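 further: 0% = median of neutral control wells and 100% = median of positive control wells; inhibitors cause a drop in the FAM fluorescence signal; in these data hits start at about 50%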
ERAP1 inh: ERAP1 (human) enzyme inhibition; Q9NZ08; recombinant ERAP1, Leu-AMC fluorescence, 60 min; inhibition, % at 10.7 µM; 0.15% of 340,000 active;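 active means mean replicate inhibition of at least 30%, or all replicates individually reaching that 30% level; inactive means mean below 30% and not every replicate reaching it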;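 further: 0% = neutral control wells and 100% = L-leucinethiol positive control wells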
RAD52 inh: RAD52 (human) annealing inhibition. 0.46% of 360,000 active. recombinant RAD52 DNA annealing, FRET fluorescence. inhibition, % at 18.7 µM. P43351;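 active means every replicate showing at least 50% inhibition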
Target sequence (P43351 whole entry, looked up): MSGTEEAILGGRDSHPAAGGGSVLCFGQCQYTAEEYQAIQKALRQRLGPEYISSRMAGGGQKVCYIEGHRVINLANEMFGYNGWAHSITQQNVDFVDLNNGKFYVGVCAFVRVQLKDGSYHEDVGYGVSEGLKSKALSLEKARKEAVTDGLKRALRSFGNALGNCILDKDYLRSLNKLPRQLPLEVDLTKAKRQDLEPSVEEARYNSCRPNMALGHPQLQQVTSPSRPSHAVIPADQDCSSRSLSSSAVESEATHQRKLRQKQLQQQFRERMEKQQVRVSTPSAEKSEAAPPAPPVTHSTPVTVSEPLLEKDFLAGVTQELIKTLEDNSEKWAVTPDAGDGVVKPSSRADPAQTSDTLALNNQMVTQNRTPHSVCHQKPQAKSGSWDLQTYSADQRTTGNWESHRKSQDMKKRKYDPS
XiGFP reactiv: X-chromosome reactivation activator; XiGFP mouse fibroblasts, % GFP-positive cells imaging, 3 d; cells co-treated with 5-aza-dC sensitizer; scaled so ellipticine positive control = 100%; activation, % at 7.58 µM; 0.055% of 360,000 active; AID 743238;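 active means mean normalized replicate activation at least 10% and every replicate at or above 10%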;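 further: 0% = median of on-plate neutral control wells and 100% = ellipticine 6 µM median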
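Assay system – SV40-immortalized XiGFP fibroblast cells, line 68-5-11 · Buffer or medium – DMEM supplemented with 5-aza-dC as sensitizing agent · Dosing – one concentration, pinned · Benchmarks – positive control ellipticine, 6 µM final · Times – 3 days compound exposure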
ERp5 block: inhibitors of human ERp5; ERp5 insulin aggregation, absorbance 650 nm, 90 min; inhibition, % at 9.99 µM; 0.05% of 350,000 active; AID 651711;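 active means mean replicate inhibition above about 25%, with every replicate also reaching it, limit read from the data, passing the limit was not always enough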
S100A4 inh HTS: inhibitors of human S100A4 binding to myosin IIA peptide | P26447 | S100A4/TAMRA-MyoIIA peptide fluorescence polarization | inhibition, % at 10.7 µM | 0.14% of 360,000 active | AID 652163;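 active means mean inhibition of at least 70% across replicates, with every replicate also reaching that level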
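incubation = readout 5 min after mixing, signal stable up to 60 min | system = S100A4 monomer protein | buffer or medium = HEPES pH 7.2 with CaCl2, KCl, NaCl, DTT, Triton | benchmarks = neutral control DMSO, positive control TFP | also added = fluorescent myosin IIA peptide, 5 nM | compound dosing = one concentration per compound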
Active calls of the source: *; . = no result given.

Each structure is followed by: esBAF inh, E-selectin induc, RAD54 branch, ERAP1 inh, RAD52 inh, XiGFP reactiv, ERp5 block, S100A4 inh HTS
COc1ccc(NC(=O)CN(C)C(=O)c2cccc(S(=O)(=O)Nc3ccc(OC)cc3)c2)cc1
  ., -2.1, -6, 5, 4, 0.1, -3, -5
O=C(Cn1ccc([N+](=O)[O-])n1)c1ccccc1
  ., ., ., 0, -9, 0.1, 6, 0
C/C=C/c1ccc([C@@H]2[C@@H](CO)N(C(=O)c3cnccn3)C23CN(C(=O)C2CC2)C3)cc1
  ., 0.1, ., 0, -4, 0.3, -2, -8
Cc1ccc(NC(=O)N[C@@H](CC(C)C)C(=O)O)c(C)c1
  ., ., ., -1, -13, 0.0, -7, -3
O=C(C1CCOCC1)N1CC(=O)N2[C@H](CO)[C@@H](c3ccc(Br)cc3)[C@H]2C1
  ., -0.4, ., 0, -16, 0.4, -3, 9
C[C@@H]1CN([C@H](C)CO)C(=O)Cc2cc(NS(=O)(=O)c3cccs3)ccc2O[C@H]1CN(C)S(C)(=O)=O
  2, -1.7, 3, 0, -9, 0.0, -2, 10
C[C@@H]1CN([C@H](C)CO)C(=O)Cc2cc(NC(=O)Cn3cnnn3)ccc2O[C@H]1CN(C)S(=O)(=O)c1ccccc1
  -3, 3.0, 13, 5, 7, 0.2, 1, 47
O=C(CN1CCN(S(=O)(=O)c2ccccc2)CC1)NCCc1ccccc1
  -6, ., 0, 0, -27, 0.3, 14, -4
CCCCc1nc2sc3c(=O)[nH]cnc3c2c2c1CCCC2
  ., -0.3, ., ., -7, ., -4, -2
COc1cc(C2NC(=O)NC(C)=C2C(=O)OCC2CCCCC2)cc(Cl)c1O (configuration not stated)
  2, 0.2, -8, 1, 0, 0.3, -3, -5
c1ccc2c(c1)ccc1ccccc12
  16, ., -10, 1, -6, ., -5, -1
S=C(Nc1ccccc1Cl)N1CCN(Cc2ccccc2)CC1
  10, 0.0, 5, -2, -2, 0.0, 0, 10
O=C(C1COc2ccccc2O1)N1CCN(c2nc3ccccc3s2)CC1 (configuration not stated)
  3, -0.6, -3, -1, -13, 0.4, -4, 0
COc1ccc(NC(=O)C2CCC2)cc1S(=O)(=O)N1CCOCC1
  -2, ., 3, 3, -3, 0.0, 0, -1
CC1(C)CC(=O)c2cc(OCC(=O)N3CCN(c4ccccc4F)CC3)ccc2O1
  -3, ., 0, 2, 2, ., -4, 0
O=C(NC1CCCC1)C(c1ccc(Cl)cc1)N1CCN(C2CCCCC2)CC1 (configuration not stated)
  -6, 2.1, 1, 2, -20, 0.0, -7, 0
Cc1ccc(C)c(NC(=O)NNC(=O)c2cc3ccccc3cc2O)c1
  8, ., -11, 3, -32, 0.2, -3, -69
C(=NNc1ccc2ccccc2n1)c1ccccn1
  -80, -0.3, -4, -1, -9, -0.1, 0, 2
C[C@@H]1CN([C@@H](C)CO)C(=O)c2cccc(NC(=O)c3ccncc3)c2O[C@H]1CN(C)S(=O)(=O)c1ccccc1
  -3, -9.9, 3, -4, -20, -0.2, 3, 7
COc1ccc(NC(=O)CS(=O)(=O)c2ccc(Br)cc2)cc1
  -7, -0.2, 2, -3, -20, 0.0, 5, 1
C[C@H]1CN([C@@H](C)CO)C(=O)c2ccccc2-c2ccccc2CO[C@@H]1CN(C)C(=O)Nc1ccccc1
  0, -0.1, -5, -3, 2, 0.2, 6, 0
Cc1cc(C)c(S(=O)(=O)NC(C)C)c(C)c1-n1cnnn1
  -3, ., -7, 3, -3, 0.1, 5, 1
C/C=C/c1cnc2c(c1)C(=O)N([C@H](C)CO)C[C@@H](C)[C@H](CN(C)C(=O)NC1CCCCC1)O2
  -1, -0.3, 0, 0, -11, 2.1, 6, -25
C[C@@H]1CN([C@@H](C)CO)C(=O)c2cccc(NC(=O)Nc3ccc4c(c3)OCO4)c2O[C@H]1CN(C)C(=O)Nc1ccc(C(F)(F)F)cc1
  3, -13, 0, -2, 18, 0.1, -1, 8
Cc1ccc(NC(=O)N2CCOCC2)cc1NC(=O)N1CCOCC1
  ., -0.1, ., 0, -7, 0.2, 2, -1
CCc1sc(C(=O)Nc2cccc(-n3cnnn3)c2)cc1C
  1, -0.6, 8, 0, -3, 0.0, 9, -1
O=C(COc1cccnc1[N+](=O)[O-])NCCc1ccccc1
  ., 10, ., -4, -4, 0.9, 1, 2
CC(=O)/C(C#N)=C1\NC(=O)C(Cc2ccc(F)cc2)S1 (configuration not stated)
  ., -0.2, 2, ., -7, 0.0, 1, -2
COc1ccc(-c2cc(C(=O)NCC3CCCO3)c3ccccc3n2)cc1 (configuration not stated)
  ., ., ., 6, -4, 0.0, -6, 9
CC(OC(=O)Cc1ccc(Br)cc1)C(=O)NC1CCCC1 (configuration not stated)
  1, 1.6, -7, 0, 6, 0.0, 3, 1
Fc1ccccc1NC(=S)N1CCCCC1
  ., ., ., 1, 5, 0.0, -3, 0
CC(=O)NC1(c2ccc(F)cc2)CCN(C(=O)c2c(F)cccc2F)CC1
  -2, 0.5, -3, 0, -17, 0.0, 5, -2
Cn1cc(C(=O)Nc2ccccn2)c(=O)c2ccccc21
  26, ., -9, -2, 1, 0.0, 8, 2
Cc1ccc(NC(=O)Cn2ncc(Cl)c(Cl)c2=O)cc1S(=O)(=O)N1CCCCC1
  -2, ., -6, -1, -29, -0.1, -15, -15
CCC(CC)NC(=O)COC(=O)c1cc(SC)ccc1Cl
  ., ., ., -11, -11, 0.1, -8, 6
CCOC(=O)C(NC(=O)c1cccc(Cl)c1)(Nc1nnc(C)s1)C(F)(F)F (configuration not stated)
  -1, 3.4, -5, ., ., 0.2, ., .
CCCCOc1ccc(S(=O)(=O)NC(=O)NCc2ccc(OCCC)cc2)cc1
  6, ., 5, -4, -6, ., -13, 3
CCOc1ccc(CCN2C(=O)C(=O)N([C@@H](Cc3ccc(O)cc3)CN3CCC[C@H]3CN3C(=O)C(=O)NC[C@@H]3Cc3ccc(O)cc3)C[C@@H]2Cc2ccc(O)cc2)cc1
  ., -0.2, ., -4, -19, -0.1, 4, -3
Cc1ccc(S(=O)(=O)N(C)C[C@H]2Oc3ccc(NS(=O)(=O)c4ccccc4)cc3CC(=O)N([C@@H](C)CO)C[C@H]2C)cc1
  1, -0.4, 1, 4, 11, -0.2, -3, -6
Cc1ccc(/C=N\NC(=O)CCc2n[nH]c(=O)[nH]c2=O)o1
  ., ., ., -6, -14, -0.1, 0, 0
O=C(c1ccc2c(c1)OCO2)N1C[C@@H]2[C@H](c3ccccc31)[C@@H](CO)N2Cc1ccccc1Cl
  -12, -0.4, -7, -3, -16, 0.1, 8, 8
CCC1(c2ccc(F)cc2)NC(=O)N(CC(=O)NCC(=O)Nc2cccc(C)c2C)C1=O (configuration not stated)
  1, 0.2, ., 1, 0, -0.1, -2, -1
CN1CCN(C(=O)C[C@@H]2CC[C@H]3[C@@H](COC[C@@H](O)CN3C(=O)c3ccc(F)cc3)O2)CC1
  5, 0.0, 2, 2, -7, 0.2, -2, 35
COc1ccc(NC(C)=O)cc1S(=O)(=O)NC1CCSc2ccccc21 (configuration not stated)
  2, 0.3, -3, 0, -16, 0.6, -6, -2
O=C(Nc1ccncc1NC(=O)c1cccc([N+](=O)[O-])c1)c1cccc([N+](=O)[O-])c1
  ., 0.8, 5, -7, -8, -0.1, 7, 2
CC(C)NC(=O)Nc1ccc2c(c1)C(=O)N([C@H](C)CO)C[C@@H](C)[C@H](CN(C)C(=O)c1ccccc1)OCCCC[C@H](C)O2
  0, 0.1, -5, 1, -7, -0.1, 0, -3
CCOc1cc(Cl)c(S(=O)(=O)NCCCn2ccnc2)cc1Cl
  -17, 1.8, 14, -1, -20, 0.0, 3, 4
CCCc1cn(CC[C@@H]2CC[C@@H](NC(=O)C3CC3)[C@@H](CO)O2)nn1
  -2, 0.0, 3, 0, 16, 0.3, -4, -2
COc1ccccc1N=C1SCC(=O)N1Cc1ccco1
  ., 1.2, ., ., -9, 0.1, 1, -2
O=C1CN(S(=O)(=O)c2cccc(F)c2)C[C@@H]2[C@H](c3ccc(-c4ccc(F)cc4)cc3)[C@H](CO)N12
  ., 0.1, ., ., -23, 0.5, 4, -4
CC1(C)CC2(CC(c3ccc(F)cc3)c3ccc(O)cc3O2)NC(=S)N1 (configuration not stated)
  ., ., 0, 0, -18, 0.0, 1, 0
OC(CN1CCN(c2ccccc2)CC1)c1ccc2c(c1)CCN2 (configuration not stated)
  -5, 0.0, -16, 0, -15, 0.0, -5, -6
O=C1CCN(Cc2ccccc2)CCN1[C@H](COc1ccccc1)c1ccccc1
  -11, 0.4, -1, ., -36, -0.1, -1, -4
COCCN(C(=O)CSc1nnc(-c2ccco2)n1C)c1c(N)n(CC(C)C)c(=O)[nH]c1=O
  -3, ., 2, -1, -9, 0.5, 2, -2
Cc1csc2nc(O)c(C(=O)NCC3CCCO3)c(=O)n12 (configuration not stated)
  -5, -0.4, -11, -1, -1, -0.1, -5, 4
CCN(CC(=O)Nc1c(F)cccc1F)C(=O)CNC(=O)c1ccc2c(c1)OCO2
  9, 3.4, 4, 3, -3, -0.1, -11, -5
CC(C)CC1C(=O)N(Cc2cn(CC3CCCCC3)nn2)CCS(=O)(=O)N1Cc1ccc(-c2ccc(F)nc2)cc1 (configuration not stated)
  6, 0.8, 0, -6, -5, 0.1, 5, 2
O=C(C[C@H]1CC[C@@H](NC(=O)Nc2cccc(F)c2)[C@H](CO)O1)NCC1CCCCC1
  2, 0.0, 0, -1, 20, -0.2, -5, 1
Cc1nc2ccccn2c1-c1csc(Nc2cccc(C(=O)O)c2)n1
  -7, 0.1, -6, -9, -3, 0.0, 2, -4
COc1cccc(OC)c1C(=O)NC(=S)NCc1ccco1
  ., ., ., -13, -10, 0.1, 9, -2

Further results follow.
Each structure is followed by: esBAF inh, E-selectin induc, RAD54 branch, ERAP1 inh, RAD52 inh, XiGFP reactiv, ERp5 block, S100A4 inh HTS
Cc1ccc(-c2nnc(N3CCN(S(C)(=O)=O)CC3)c3ccccc23)cc1
  -6, ., -8, 3, 4, ., -10, -3
COc1ccc(C(=O)N=C2SC3CS(=O)(=O)CC3N2c2ccc(C(C)=O)cc2)cc1 (configuration not stated)
  2, ., -13, 2, -12, 0.0, 0, 3
CNC[C@@H]1Oc2c(NC(=O)c3ccc(-c4nccs4)cc3)cccc2C(=O)N([C@@H](C)CO)C[C@@H]1C
  -2, 0.3, 14, -1, 1, -0.3, 6, -29
C[C@@H]1COc2cc(NCCCN3CCOCC3)ccc2S(=O)(=O)N1
  ., -0.2, ., -8, -9, -0.1, -1, 3
Cc1noc(C)c1S(=O)(=O)Nc1ccc2c(c1)CC(=O)N([C@H](C)CO)C[C@@H](C)[C@H](CN(C)C(=O)Nc1ccc(F)cc1)O2
  1, 13, -1, 0, -9, 0.3, -17, 1
CC[C@@H](C)[C@H](NC(=O)Cc1c(C)c2cc3c(C)c(C)oc3c(C)c2oc1=O)C(=O)O
  3, -0.1, -3, 7, -7, 0.2, 2, -10
O=C(OC1CCOC1=O)c1cc(Cl)ccc1[N+](=O)[O-] (configuration not stated)
  ., 0.1, -6, 2, -13, 0.1, 2, 2

Three of the compounds above, as tab-separated lines.
compound	esBAF inh	E-selectin induc	RAD54 branch	ERAP1 inh	RAD52 inh	XiGFP reactiv	ERp5 block	S100A4 inh HTS
CCC1(c2ccc(F)cc2)NC(=O)N(CC(=O)NCC(=O)Nc2cccc(C)c2C)C1=O (configuration not stated)	1	0.2	.	1	0	-0.1	-2	-1
CN1CCN(C(=O)C[C@@H]2CC[C@H]3[C@@H](COC[C@@H](O)CN3C(=O)c3ccc(F)cc3)O2)CC1	5	0.0	2	2	-7	0.2	-2	35
COc1ccc(NC(C)=O)cc1S(=O)(=O)NC1CCSc2ccccc21 (configuration not stated)	2	0.3	-3	0	-16	0.6	-6	-2
